Compound activity as filed in PubChem.
MazEF act: activators of E. coli MazEF toxin-antitoxin RNase, primary screen, biochemical, fluorescence, uHTS | FAM/BHQ RNA-DNA oligo cleavage fluorescence, 5 h | Endoribonuclease toxin MazF (Escherichia coli (strain K12)), P0AE70 | 0.32% of 350,000 active | AID 504720, 2011 | activation, % at 20 µM; in the data active = activation above about 50%
Target sequence (P0AE70 whole entry, looked up): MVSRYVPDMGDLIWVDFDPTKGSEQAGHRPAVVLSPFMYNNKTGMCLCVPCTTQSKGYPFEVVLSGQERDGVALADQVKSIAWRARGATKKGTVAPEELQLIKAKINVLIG
UGM FP inh: M. tuberculosis UGM enzyme inhibitors, primary screen, biochemical, fluorescence polarization, single point | UDP-galactopyranose mutase (Mycobacterium tuberculosis (strain ATCC 25618 / H37Rv)), … | purified UGM, fluorescence polarization probe displacement | inhibition, % at 10 µM | 0.06% of 320,000 active | AID 504406, 2011; in the data active = inhibition above about 10%, passing the limit was not always enough; inconclusive = no clear call, values can overlap the other calls
Target sequence (P9WIQ1 whole entry, looked up): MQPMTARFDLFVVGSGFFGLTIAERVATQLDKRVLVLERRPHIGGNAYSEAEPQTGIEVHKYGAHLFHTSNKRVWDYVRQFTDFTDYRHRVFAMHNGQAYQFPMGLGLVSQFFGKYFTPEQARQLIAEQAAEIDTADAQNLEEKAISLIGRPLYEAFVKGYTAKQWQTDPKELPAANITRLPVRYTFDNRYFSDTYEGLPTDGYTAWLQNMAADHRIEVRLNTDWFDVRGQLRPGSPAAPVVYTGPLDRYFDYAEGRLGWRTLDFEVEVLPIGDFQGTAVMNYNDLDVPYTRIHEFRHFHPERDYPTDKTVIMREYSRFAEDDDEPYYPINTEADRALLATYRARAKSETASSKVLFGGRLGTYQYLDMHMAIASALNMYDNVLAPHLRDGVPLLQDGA
Rv3671c inh: Rv3671c serine protease inhibitors, primary screen, biochemical, fluorescence polarization, M. tuberculosis H37Rv. P9WHR9. inhibition, % at 5.96 µM. 0.048% of 320,000 active. AID 2606, 2010; in the data active = inhibition above about 38%;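 note: extracellular domain of Rv3671c used as enzyme; 0% = enzyme with DMSO and 100% = no enzyme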
Target sequence (P9WHR9 whole entry, looked up, the tested form may be a part): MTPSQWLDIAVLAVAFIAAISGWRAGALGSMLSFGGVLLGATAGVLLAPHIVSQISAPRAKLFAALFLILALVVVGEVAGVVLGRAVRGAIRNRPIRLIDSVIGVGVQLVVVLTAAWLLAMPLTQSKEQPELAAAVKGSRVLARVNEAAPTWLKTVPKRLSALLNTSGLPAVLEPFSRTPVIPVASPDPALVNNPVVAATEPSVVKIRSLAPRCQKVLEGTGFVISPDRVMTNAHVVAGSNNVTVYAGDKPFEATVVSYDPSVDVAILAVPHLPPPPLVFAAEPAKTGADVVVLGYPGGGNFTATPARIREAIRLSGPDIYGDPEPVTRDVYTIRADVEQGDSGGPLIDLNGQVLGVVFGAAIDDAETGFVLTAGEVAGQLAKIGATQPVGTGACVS
PrPC surface inh: inhibitors of human cell surface prion protein PrPC, primary screen, cell-based, TR-FRET; Major prion protein (Homo sapiens), P04156; TR-FRET read-out; inhibition, % at 13.8 µM; 0.43% of 370,000 active; AID 720596, 2013; in the data active = inhibition above about 24%; note: 0% = median of the test wells and 100% = reference compound wells
GDH-TPI counter: GDH-TPI coupling enzyme inhibitors, primary screen, artefact control for M. tuberculosis FBA inhibitor project, biochemical, absorbance, full deck | GDH-TPI coupled enzyme counterscreen, NADH absorbance | inhibition, % at 4.8 µM | 1.2% of 360,000 active | AID 588335, 2011; in the data active = inhibition above about 30%;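 note: 0% = DMSO wells and 100% = wells lacking the enzyme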
FBA Mtb inh: Mtb FBA enzyme inhibitors, primary screen, biochemical, fluorescence, strain H37Rv | 2.3% of 360,000 active | Fructose-bisphosphate aldolase (Mycobacterium tuberculosis (strain ATCC 25618 / H37Rv)), … | purified M. tuberculosis FBA, fluorescence read-out | inhibition, % at 1 µM; in the data active = inhibition above about 27%;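 note: 0% = vehicle and 100% = reference inhibitor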
Mtb BioA inh: M. tuberculosis BioA enzyme inhibitors, primary screen, biochemical, plate reader, single point, HTS; 7,8-diaminopelargonic acid synthase BioA (Mycobacterium tuberculosis); purified M. tuberculosis BioA enzyme; inhibition, % at 9.99 µM; 0.096% of 360,000 active; in the data active = inhibition above about 40%; inconclusive = no clear call, values can overlap the other calls
FadD28 FP inh: inhibitors of FadD28 bisubstrate probe binding, primary screen, biochemical, fluorescence polarization, single point | Mycobacterium tuberculosis FadD28 fatty-acid-AMP ligase | inhibition, % at 12.5 µM | 0.22% of 360,000 active; in the data active = inhibition above about 8.5%, passing the limit was not always enough; inconclusive = no clear call, values can overlap the other calls
BoNT F protease: BoNT/F light chain protease inhibitors, primary screen, biochemical, flow cytometry, MLPCN library; Botulinum neurotoxin type F light chain protease (Clostridium botulinum); Multiplex microsphere protease cleavage assay; inhibition, % at 10 µM; 0.22% of 360,000 active; AID 588497, 2011; in the data active = inhibition above about 35%, passing the limit was not always enough; inconclusive = no clear call, values can overlap the other calls; note: plate controls were buffer without enzyme for full effect and enzyme alone for no effect
Starred values were filed as active, the others as inactive; i = inactive; ? = inconclusive; . = not tested or not shown.

SMILES	MazEF act	UGM FP inh	Rv3671c inh	PrPC surface inh	GDH-TPI counter	FBA Mtb inh	Mtb BioA inh	FadD28 FP inh	BoNT F protease
Cc1ccc(C(=O)N/N=C\c2ccccc2[N+](=O)[O-])cn1	3	.	.	-14	7	-2	.	0.2	-4
Cc1ccc(NC(=O)c2ccco2)c(NC(=O)c2ccccc2)c1	9	-0.7	-6	6	3	1	-0.5	-1.8	-5
CCOC(=O)C1C(=O)C=C(c2cccs2)CC1c1ccccc1C (stereo not given)	-5	0.0	3	0	15	-1	.	1.3	-10
C[C@@H](NC(=O)[C@@H]1Cc2ccccc2CN1C(=O)OC(C)(C)C)C(=O)NCc1ccco1	1	3.7	-2	0	2	5	-2.8	-0.9	7
Fc1cccc(Cc2noc(CN3CCCCC3CCc3ccccn3)n2)c1 (stereo not given)	-4	3.3	-1	1	6	-1	-1.9	-1.2	-1
COc1ccc(S(=O)(=O)N(C)CC(=O)NCC2CCCO2)cc1OC (stereo not given)	4	0.8	-3	2	0	1	-0.7	-0.3	-5
CC(C)(C)OC(=O)NCc1ccc(NC(=O)c2nc[nH]c2C(=O)NCCCNC(=O)c2[nH]cnc2C(=O)Nc2ccc(CNC(=O)OC(C)(C)C)cc2)cc1	-48	-4.0	-168	.	11	3	-2.0	-3.8	-6
CSC1=NP(=S)(SC)N2CCCC2=C1C#N (stereo not given)	6	-1.5	1	3	6	-4	.	-2.7	-56
CCN1/C(=C/C=C/C2=[N+](CC)c3ccccc3C2(C)C)C(C)(C)c2ccccc21	i	.	.	77*	-1	-6	-290	-24	-13
COc1cc(NC(=O)c2cc(-n3cnnc3)ccc2Cl)cc(OC)c1	5	2.4	1	-6	0	1	0.4	-6.7	-11
Cc1cc(Nc2nc3ccccc3[nH]c2=O)n(-c2ccccc2)n1	-4	1.6	-13	8	43*	4	-2.9	0.4	1
CCOC(=O)N1N=C(c2ccc(OC)cc2)CC1(O)C(F)(F)F (stereo not given)	8	-3.5	-11	1	-1	-3	0.6	-2.8	-3
COC(=O)COc1ccc(S(=O)(=O)N2CCCCCC2)cc1	9	0.9	-5	3	2	-2	.	-0.3	-2
CCCC1=C(C(=O)OCC)C(c2ccncc2)n2ncnc2N1 (stereo not given)	13	0.9	-6	-3	-8	2	.	-2.2	1
O=C(c1ccc(F)cc1F)N1CCC(N2CCC(C(=O)N3CCOCC3)CC2)CC1	-14	1.8	-1	4	5	-2	-1.6	0.8	-6
CCOC(=O)c1c(NC(=O)CSc2nnc(C)c(=O)[nH]2)sc2c1CCC2	4	0.0	0	4	23	3	-0.3	-3.0	7
CN(C)Cc1c(O)ccc2occ(C(=O)c3ccccc3)c12	3	-1.1	0	-8	1	3	-0.7	-2.1	2
CCOc1ccc(NC(=O)CN(C)C(=O)c2ccc3nc(CC)c(CC)nc3c2)cc1OCC	-3	-0.2	2	-5	1	-2	-3.1	-3.6	.
S=C1NCCNC(=S)NCCOCCOCCN1	7	0.6	5	-8	8	2	.	-1.0	-1
CCN(CC(=O)Nc1ccc(Cl)c(C(F)(F)F)c1)CC(=O)NC1CCS(=O)(=O)C1 (stereo not given)	4	0.0	5	6	-4	0	.	-5.2	2
Cc1ccc(N(CC(=O)NC(C)C)C(=O)CCC(=O)Nc2nccs2)cc1	-8	0.6	5	6	-3	1	-0.7	1.0	?
CCn1nc(C)cc1C(=O)N1CCc2c([nH]c3ccccc23)C1c1cc(F)ccc1F (stereo not given)	11	1.1	-3	11	3	-1	.	0.6	-7
Cc1cc(C)n(-c2cccc(CN(C)Cc3nc(-c4cnccn4)no3)c2)n1	9	-0.5	6	-1	2	-1	-0.7	-0.8	7
CCCN1C(=O)/C(=C/c2cc(C)n(C)c2C)SC1=Nc1ccc(OC)cc1	-1	-0.4	8	-8	22	1	-1.3	-1.7	2
Cc1ccccc1Nc1nc(N)nc(CCl)n1	-2	-0.8	2	1	-3	2	-0.7	-0.9	?
Oc1cccc(C(=S)N2CCN(Cc3ccccc3)CC2)c1	10	1.7	-14	2	-2	2	1.5	-1.0	-2
CNC(=O)CSc1nnc(-c2ccco2)n1-c1ccccc1OC	-4	-2.1	1	-8	0	4	-0.7	-2.0	5
CCn1c(SCc2nc3ccccc3c(=O)[nH]2)nnc1-c1cccnc1	3	-2.0	5	2	3	-1	7.7	-1.1	1
CCNC(=O)C1(C)CCCN1C(=O)c1c(F)cccc1F (stereo not given)	.	.	.	3	15	3	-0.7	1.0	-5
COc1cccc(CNC(=O)Cn2ccc3cc(S(=O)(=O)N4CCCC4)ccc32)c1	-4	0.5	1	-3	3	2	-0.6	0.3	-5

One compound at a time, from the list above.
`Cc1ccccc1Nc1nc(N)nc(CCl)n1` across the screens: MazEF act: -2; UGM FP inh: -0.8; Rv3671c inh: 2; PrPC surface inh: 1; GDH-TPI counter: -3; FBA Mtb inh: 2; Mtb BioA inh: -0.7; FadD28 FP inh: -0.9; BoNT F protease: ?
`CCn1nc(C)cc1C(=O)N1CCc2c([nH]c3ccccc23)C1c1cc(F)ccc1F` (stereo not given) across the screens: MazEF act: 11; UGM FP inh: 1.1; Rv3671c inh: -3; PrPC surface inh: 11; GDH-TPI counter: 3; FBA Mtb inh: -1; Mtb BioA inh: .; FadD28 FP inh: 0.6; BoNT F protease: -7
`COc1cccc(CNC(=O)Cn2ccc3cc(S(=O)(=O)N4CCCC4)ccc32)c1` across the screens: MazEF act: -4; UGM FP inh: 0.5; Rv3671c inh: 1; PrPC surface inh: -3; GDH-TPI counter: 3; FBA Mtb inh: 2; Mtb BioA inh: -0.6; FadD28 FP inh: 0.3; BoNT F protease: -5

Next entries.
SMILES	MazEF act	UGM FP inh	Rv3671c inh	PrPC surface inh	GDH-TPI counter	FBA Mtb inh	Mtb BioA inh	FadD28 FP inh	BoNT F protease
COC(=O)c1ccc(OC(=O)c2ccccn2)cc1	-2	2.4	-14	-6	4	2	28	0.1	-1
CCN1CCN(C(CNS(=O)(=O)c2ccc(Cl)cc2)c2ccccc2)CC1 (stereo not given)	5	-1.1	-1	-11	2	4	1.3	0.0	8
Oc1ccc(C[C@H]2NCCc3cc(O)c(O)cc32)cc1O	-11	-0.7	.	-4	2	1	-4.3	0.5	-44
Cc1cc(C)cc(NC(=S)N=Nc2c(O)n(C)c3ccc(S(=O)(=O)N4CCOCC4)cc23)c1	4	-0.2	24	-9	12	0	-2.0	1.9	4
CN(c1ccc(C(=O)NCc2ccccn2)cc1)S(=O)(=O)c1ccc(Cl)cc1	5	6.1	-4	3	-14	3	3.4	-1.3	-2
Cc1ccc(S(=O)(=O)N2CCC(C(=O)NNC(=O)c3ccccc3O)CC2)cc1C	-3	1.2	14	7	-4	30*	.	-3.2	-1
Cc1[nH]n(C2=NCCS2)c(=O)c1N=Nc1ccccc1	7	-1.8	1	-2	6	-6	.	-3.3	-11
Cc1ccc(S(=O)(=O)N2CCCN(S(=O)(=O)c3ccc(C)c(C)c3)CC2)cc1C	-3	-1.8	5	-1	3	4	-2.2	-0.8	-3
NC(=O)c1c(NC(=O)c2c(F)cccc2F)sc2c1CCN(Cc1ccccc1)C2	2	1.7	1	-10	14	0	-5.3	-0.9	-6
Cc1ccc2nc(C(O)C(O)c3nc4ccc(C)cc4[nH]3)[nH]c2c1 (stereo not given)	9	1.2	4	-2	10	6	-1.2	-2.2	-1
COc1cc(CN2CCN(Cc3ccc(C)cc3)CC2)c([N+](=O)[O-])cc1OC	4	-0.8	12	-6	2	3	-0.5	-0.8	-5
COc1ccc(NS(=O)(=O)c2cccc(NC(=O)c3ccc(S(=O)(=O)N4CCCCCC4)cc3)c2)cc1	-3	2.8	-235	.	-10	0	-1.0	0.5	-7
Cc1csc(N(C)C(=O)CSc2nnc(COc3ccccc3C)o2)n1	2	-1.2	-2	1	6	-2	1.5	-2.6	6
COc1ccccc1CN(C)CC(=O)Nc1cccc2ccccc12	-5	7.4	-11	2	1	2	1.8	1.3	2
COc1ccc(-n2c(=S)[nH]c3cc(C(=O)NC4CCCCC4)ccc3c2=O)c(OC)c1	-2	1.5	-2	4	18	2	-0.8	-1.1	0
Cc1cc(C)n(CC(=O)Nc2ccc3c(c2)OCO3)c(=O)c1C#N	2	.	1	1	18	-4	0.9	-1.3	.
O=C(OC(C(=O)Nc1cc(Cl)cc(Cl)c1)c1ccccc1)C1=COCCO1 (stereo not given)	0	1.4	-32	4	-1	1	.	-1.5	-10
O=C(COC(=O)C1CC2C=CC1C2)Nc1cccc(S(=O)(=O)N2CCOCC2)c1 (stereo not given)	-13	3.5	4	14	7	0	-0.2	-0.1	3
Cc1cc(C)c(C(=O)C[n+]2cccc(C(N)=O)c2)c(C)c1	7	-2.4	0	-1	8	1	1.3	-3.2	.
O=C(Nc1ccccc1Cl)C(=O)c1cn(CC(=O)N2CCOCC2)c2ccccc12	-8	1.4	-64	-2	26	0	0.5	-1.8	-1
COc1ccc(-n2nc(C(=O)NCC(=O)NC(C)C)c3ccccc3c2=O)cc1OC	4	0.9	6	-3	4	-1	.	-1.4	-23
CC#CC[N+](C)(C)CCCCCCCCCC	8	1.8	-2	15	-10	2	-0.4	-5.1	-20
Cc1ccc(C)c(N2CCN(C(=O)CCc3nc(-c4ccc(F)cc4)no3)CC2)c1	1	.	.	5	-1	1	0.7	-1.7	-5
CC12CC3CC(C)(C1)CC(C(=O)N1CCN(C(=O)c4ccco4)CC1)(C3)C2	5	1.1	1	2	2	-3	-0.1	-1.3	-4
CCOc1ccccc1NC(=O)CSc1nnc(-c2ccccn2)n1Cc1ccco1	3	-1.1	-3	12	2	-1	4.4	-1.4	-12
CC1=C(C(=O)OCc2ccccc2)C(c2ccc(-c3ccccc3)cc2)NC(=O)N1CCCCCC(=O)O (stereo not given)	-5	-0.9	-18	-2	1	-3	3.6	-8.2	2
COC(=O)c1ccccc1NC(=O)CSc1nnc(C(CO)NC(=O)c2ccccc2)n1C (stereo not given)	-14	2.9	0	-2	3	3	1.6	-0.6	-2
N#C/C(=C\c1ccc(O)cc1)C(=O)N1CCCC1	3	-0.5	1	-1	16	0	0.2	-4.7	9
CC(C)c1ccc(C(=O)NCCCN(C)C)cc1	2	-1.0	2	-6	6	1	0.3	-1.2	0
COCCn1c(SCCCc2ccccc2)nc2c1c(=O)[nH]c(=O)n2C	10	0.9	2	10	1	0	-0.5	-0.8	-11
S=C1Cc2ccccc2C(c2ccc(Cl)cc2)N1 (stereo not given)	8	0.2	-3	0	0	1	0.6	-2.8	-1
COc1ccc(NC(=O)C2CCN(C(=O)c3ccc(OC)cc3)CC2)cc1	3	0.5	-1	8	1	0	0.4	0.6	13
CC1(C)CC2CC(C)(CN2C(=O)COC(=O)c2cc(Cl)cc(Cl)c2N)C1 (stereo not given)	2	-0.8	-3	-2	0	23	-1.0	-1.5	-9
COc1ccc(N2C(=O)C(F)(F)C2c2ccc(C)cc2)cc1OC (stereo not given)	11	2.0	2	7	3	3	.	-3.8	0
COc1ccc(CNC(=O)COC(=O)CN2C(=O)COc3ccccc32)cc1	-5	0.7	11	-2	-11	0	1.0	-2.2	8
CCc1nnc(NC(=O)CSc2nnc(-c3ccccc3O)n2-c2ccc(C)cc2C)s1	9	0.4	3	4	3	4	-4.0	-0.7	-9
O=C1CC(=O)C(n2cncn2)C(c2ccc(Cl)cc2Cl)C1 (stereo not given)	-5	1.7	-10	.	-4	2	-0.6	-4.2	0
CC(Oc1cccc(Cl)c1)C(=O)NNC(=O)c1cccnc1 (stereo not given)	2	-2.9	-1	-8	-3	-3	-0.5	-2.9	-5
